LMNA splice mod: modulators of lamin A splicing; HeLa LMNA splicing GFP/RFP minigene ratio, 48 h; Potency, µM (titrated, usually from 46.1 µM), for inactives: top-dose ratio change, negative = inhibition, most hits filed as inhibitors; hit rate 0.01% among 200,000; AID 1487; active means well fitted inhibition curve with a large enough effect in the signal ratio, with a control signal flat, not every such curve was filed as active; inconclusive means small, poorly fitted or top-dose-only effect, or effect the other way, or a change in a side signal; the % refers to the signal ratio; further: on the % scale 0 is the no-effect control and ±100 the full control effect
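Read-out is the ratio of GFP to DsRed2 object intensity, acquired by 488 nm laser-scanning cytometry on HeLa lamin A-EGFP minigene reporter cells. Compound incubation 48 hrs at 37 °C in Opti-MEM with 2% FBS; DMSO 0.5% final.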
TR SRC2 fluor cs: counter-screen for TRb-SRC2 inhibitors: fluorescence interference; TRb/SRC2 Texas Red total fluorescence interference; Potency, µM (doses to about 106 µM), for the others: at the top dose fluorescence change, negative = quenching; hit rate 0.29% among 280,000; active means well fitted curve in either direction with a large enough effect; inconclusive means small, poorly fitted or top-dose-only effect; further: on the % scale 0 is the no-effect control and ±100 the full control effect
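Human TRβ ligand-binding domain (0.6 uM) and Texas Red SRC2 peptide (20 nM) in Tris buffer with 1 uM T3 and 5% DMSO were incubated with pinned compound for 5 hr at ambient temperature. Total fluorescence was computed as S + 2P (555/632 nm).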
TRb SRC2 PPI: TRbeta-SRC2 interaction inhibition. P10828. TRbeta-SRC2 peptide binding, fluorescence polarization; receptor liganded with 1 µM T3. Potency, µM (highest dose often 106 µM), inactives show top-dose activity change, negative = inhibition, actives largely listed as inhibitors. hit rate 0.065% among 280,000. AID 1469;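 further: plate controls were bound peptide for no effect and peptide without receptor for full effect; nearly all actives have a fitted effect of over 50% in size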
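Decrease in fluorescence polarization of 20 nM Texas Red SRC2 coactivator peptide flagged inhibition of its binding to 0.6 uM TRb LBD; 1 uM T3 included, incubation 5 hr, ex 555/em 632 nm.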
RECQ1 inh: inhibitors of human RECQ1 DNA helicase. hit rate 0.54% among 240,000. Potency, µM (top dose mostly 57.3 µM), for inactives: top-dose activity, negative = inhibition, hits mostly inhibitors. RECQ1 DNA unwinding, red fluorescence kinetic read. P46063;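 further: plate controls were vehicle for no effect and no enzyme for full effect; nearly all actives have a fitted effect of over 30% in size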
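RECQ1T1 50 nM; forked duplex (20 bp + 30-nt ss tails) 200 nM, ATP 2 mM final; pH 8.0, 2 mM MgCl2, 2.5 ug/ml poly(dI-dC); 15 min compound preincubation; discontinuous kinetic read over 2 h at RT.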
ALDH1A1 inh: inhibitors of human aldehyde dehydrogenase 1A1. P00352. Potency, µM (series often up to 75.3 µM), without a hit: at the top dose activity, negative = inhibition, most hits filed as inhibitors. hit rate 7.3% among 220,000. Purified ALDH1A1, NADH fluorescence, propionaldehyde substrate; active means well fitted inhibition curve with a large enough effect, not every such curve was filed as active; inconclusive means small, poorly fitted or top-dose-only effect, or another doubt; inactive means no such curve, though single readings can be large or run the other way;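 further: plate controls were no enzyme wells and a reference inhibitor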
Target sequence (P00352 whole entry, looked up): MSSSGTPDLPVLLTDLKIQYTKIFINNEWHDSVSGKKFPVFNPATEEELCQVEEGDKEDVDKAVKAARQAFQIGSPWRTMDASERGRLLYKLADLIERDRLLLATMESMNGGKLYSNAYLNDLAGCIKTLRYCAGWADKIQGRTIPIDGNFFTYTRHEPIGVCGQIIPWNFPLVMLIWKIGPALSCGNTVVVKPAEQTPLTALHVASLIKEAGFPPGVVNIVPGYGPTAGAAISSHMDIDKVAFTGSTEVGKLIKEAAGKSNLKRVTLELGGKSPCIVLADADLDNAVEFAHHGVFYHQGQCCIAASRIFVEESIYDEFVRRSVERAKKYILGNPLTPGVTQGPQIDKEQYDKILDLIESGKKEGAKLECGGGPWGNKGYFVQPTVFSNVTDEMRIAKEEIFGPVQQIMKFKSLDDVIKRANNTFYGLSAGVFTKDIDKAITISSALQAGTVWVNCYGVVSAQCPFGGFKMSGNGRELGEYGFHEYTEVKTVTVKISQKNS
JMJD2E inh: blocks human JMJD2E demethylase activity; JMJD2E catalytic domain, FDH-coupled NADH fluorescence (FDH is formaldehyde dehydrogenase); Potency, µM (highest dose often 57.1 µM), inactives show top-dose activity change, negative = inhibition, usual class: inhibitors; hit rate 1.6% among 230,000; AID 2147; active means well fitted inhibition curve with a large enough effect, not every such curve was filed as active; inconclusive means small, poorly fitted or top-dose-only effect, or another doubt; inactive means no such curve, though single readings can be large or run the other way;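 further: 0% = wells with enzyme and -100% = buffer wells without enzyme; nearly all actives have a fitted effect of over 50% in size; many of its hits are not listed in these tables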
GoLoco inh red: inhibitors of human Gai1-RGS12 GoLoco interaction (red fluorophore); P63096; Gai1:RGS12 GoLoco peptide FP, rhodamine, 10 min; Potency, µM (series often up to 61.6 µM), for the others: at the top dose activity, negative = inhibition, usual class: inhibitors; hit rate 0.44% among 230,000; AID 880; active means well fitted inhibition curve with a large enough effect, not every such curve was filed as active; inactive means no such curve, though single readings can be large or run the other way; further: on the % scale 0 is the no-effect control and ±100 the full control effect; nearly all actives have a fitted effect of over 30% in size; many of its hits are not listed in these tables
Target sequence (P63096 whole entry, looked up): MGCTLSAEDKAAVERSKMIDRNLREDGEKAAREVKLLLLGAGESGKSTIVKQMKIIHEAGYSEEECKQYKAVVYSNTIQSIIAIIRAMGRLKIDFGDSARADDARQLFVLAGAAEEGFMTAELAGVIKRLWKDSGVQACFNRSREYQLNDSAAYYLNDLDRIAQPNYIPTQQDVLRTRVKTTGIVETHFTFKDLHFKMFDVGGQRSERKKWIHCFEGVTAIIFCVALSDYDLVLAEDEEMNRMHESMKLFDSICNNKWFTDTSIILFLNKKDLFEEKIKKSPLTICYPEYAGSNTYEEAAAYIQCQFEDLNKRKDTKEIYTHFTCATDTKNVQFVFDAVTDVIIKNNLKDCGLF
SMN2 splice enh: enhancers of SMN2 splice variant expression; HEK293 SMN2-luciferase splicing reporter, luminescence, 30-36 h; Potency, µM (top dose mostly 46.1 µM), for the others: top-dose activity change, positive = activation, most hits filed as activators; hit rate 2.8% among 210,000; AID 1458; further: % of control where 0% means no effect; nearly all actives have a fitted effect of over 55% in size
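HEK293 cells carry an SMN2 minigene-luciferase reporter in which exon 7 inclusion puts luciferase in frame. Cells were seeded at 2000 cells/well, attached for 10-12 hours, then exposed to compounds for 30-36 hours at 37C before ONE-Glo luminescence.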
Starred values were filed as active, the others as inactive; i = inactive; ? = inconclusive; . = not tested or not shown; & = joins results of further samples; [ ] = another dose, or the depositor's remark. Unless noted, the call rests on the fitted dose curve; in most records, active means well fitted curve in the direction sought with a large enough effect; inconclusive means small, poorly fitted or top-dose-only effect, or another doubt; inactive means no such curve, though single readings can be large; an effect the other way counts as inactive or inconclusive. Potency means the concentration at half of the fitted maximal effect.

SMILES	LMNA splice mod	TR SRC2 fluor cs	TRb SRC2 PPI	RECQ1 inh	ALDH1A1 inh	JMJD2E inh	GoLoco inh red	SMN2 splice enh
Cc1ccc(NC(=O)COC(=O)CCc2ccc(S(=O)(=O)N3CCOCC3)cc2)cc1F	-7%[46 µM]	-2%	3%	-17%	?	11%	5%	3%
Cc1ccc(Cl)cc1NC(=S)N(CCCN1CCOCC1)Cc1ccccn1	9%	-7%	-3%	1%	5%	5%	7%	3%
Cc1ccc(NC(=O)CSc2nnc(CNC(=O)c3c(F)cccc3Cl)o2)cc1	9%	-6%	-2%	0%	-3%	9%	-3%	-8%
O=C(COC(=O)[C@H](Cc1c[nH]c2ccccc12)NC(=O)c1cccs1)NCc1ccccc1	-9%	4%	2%	i	-10%	14%	6%	-8%
CCOc1ccc(C(=O)NN2C(=S)NC(C)(C)C=C2C)cc1	.	0%	7%	-3%	.	0%	4%	.
Cc1ccccc1CNC(=O)c1ccccc1C	14%	-1%	-4%	-6%	0%	2%	6%	-20%
Cn1c(Cn2cnc3ccccc32)nnc1SCc1ccccc1	?	-2%	-8%	-7%	1%	5%	3%	-33%[inhibitor]
O=C(c1cc2ccccc2oc1=O)N1CCN(c2ccc(N3CCOCC3)nn2)CC1	?	-1%	9%	-1%	-9%	-5%	5%	3%
CC(C)CC(=O)Nc1cccc2c1C(=O)N(c1ccccc1)C2=O	5%	-1%	1%	-5%	-9%	2%	2%	1%
COc1ccc(Oc2ncc3ncc(=O)n(C[C@H]4CCCO4)c3n2)cc1	.	.	.	i	14µM*	.	-4%	-12%
COc1ccc(C)cc1S(=O)(=O)N(C)CC(=O)Nc1ccccc1	-7%	-3%	-10%	-1%	?	8%	4%	-27%
Cc1csc(NC(=O)CSc2nnc(Cc3cccn3C)n2CCc2ccccc2)n1	-6%	-2%	-5%	-4%	-10%	-22%	3%	-1%
CC(=O)CC(C)(C)Nc1nc2cc([N+](=O)[O-])ccc2o1	.	0%	3%	-6%	.	7%	4%	.
COc1ccc([C@@H]2[C@H]3CN(C(C)=O)CC=C3C(C#N)=C(N)C2(C#N)C#N)c2ccccc12	9%	0%	-3%	-3%	-5%	?	8%	-13%
CCCOC(=O)c1ccc(OCC(O)CN2CCN(C(=O)c3ccccc3)CC2)cc1 (stereo not given)	5%	-7%	4%	i	?	9%	10%	-6%
CCN(Cc1ccncc1)Cc1cn[nH]c1-c1ccc(OC)cc1F	.	-9%	-2%	-2%	14µM*	?	20%	.
O=C(CNC(=O)C1COc2ccccc2O1)N/N=C/c1ccc(O)cc1O (stereo not given)	?	1%	2%	-1%	?	28µM*	10%	-91%[inhibitor]
CCN1CCCC1CNC(=O)c1cc(S(N)(=O)=O)ccc1OC (stereo not given)	-6%	-34%&-1%&-7%	5%&7%&-2%	-5%	3%&5%&2%	-4%	12%&-6%&3%	-23%&16%&2%
CCOc1ccc(CNc2ncnc(N)n2)cc1	-16%	1%	3%	-8%	15%	4%	-1%	-41%[inhibitor]
O=C(NC1CCCc2ccccc21)C1CCC(CNc2c(N3CCOCC3)c(=O)c2=O)CC1 (stereo not given)	-5%	-2%	5%	-6%	3%	17%	2%	8%
O=C(O)CSCc1nc2ccccc2s1	-5%	3%	4%	-2%	10%	0%	7%	?
Nc1ccc(N=Nc2ccccc2)c(N)c1	.	-4%	8%	-15%	?	.	6%	28µM*
Cc1nnc(Sc2c(N)n(C)c(=O)n(C)c2=O)s1	8%	3%	8%	-15%	7%	3%	1%	-15%
CC(C)(C)c1ccc(C(=O)NCC(=O)OCC(=O)c2ccc3c(c2)-c2ccccc2C3)cc1	?	1%	3%	-3%	6%	?	8%	-7%
Cc1cccc(-c2cc3nc(-c4ccccc4)cc(N4CCC5(CC4)OCCO5)n3n2)c1	?	-2%	-26%	9%	?	?	2%	-33%[inhibitor]
Cc1ccc(S(=O)(=O)Cc2c(C)noc2C)cc1	1%	1%	6%	i	3%	-1%	-8%	4%
O=C(OCC(=O)N1CCN(C(=O)c2ccco2)CC1)c1sc2cc(F)ccc2c1Cl	-5%	-5%	1%	i	28µM*	2%	0%	20%
Cc1ccc(S(=O)(=O)N2CCOCC2)cc1NC(=O)CSc1nccn1C	-2%	-9%	2%	-1%	12%	7%	1%	-5%
Cc1cc(OCC(=O)Nc2nnc(C3CC3)s2)ccc1[N+](=O)[O-]	.	-2%	-2%	-2%	1%	-1%	3%	21%
CN1N=C(C(=O)N2CCN(c3ccc([N+](=O)[O-])cc3)CC2)CCC1=O	?	-1%	6%	i	?	6%	1%	-19%
NC(=O)c1ccsc1NC(=O)c1ccc(S(=O)(=O)N2CCCC2)cc1	?	1%	2%	-4%	?	5%	-9%	-16%
Cc1cc(Br)cc(C)c1NC(=O)c1ccc(C#N)cc1F	2%[46 µM]	-1%	0%	i	9%	9%	-5%	18%
CC(=O)N1CCN(c2ccc(Nc3nc(C)nc4c3oc3ccccc34)cc2)CC1	?	-12%	-1%	-17%	?	?	-3%	-40%[inhibitor]
COc1cccc(Nc2nnc(SCC(=O)Nc3sccc3C(N)=O)s2)c1	-21%[9.22 µM]	-7%	-3%	i	-10%	?	36%[activator]	-18%
COc1ccc(CCNC(=O)c2sc3ccccc3c2Cl)cc1OC	?	2%	-1%	-7%	-4%	3%	-2%	-22%
CCc1nc2ccccc2n1Cc1ccccc1F	?	-1%	0%	i	14%	-3%	13%	8%
CCOC(=O)c1cc2c(=O)n3cccc(C)c3nc2n(CCCOC)c1=NC(=O)c1cccnc1	11%	-1%	-3%	-4%	?	?	19%	-1%
CC(C)c1ccc(S(=O)(=O)c2n[nH]n3c2nc(=O)c2ccccc23)cc1	?	-6%	0%	-2%	?	?	19%	-13%
CCCCCOc1ccc(N2C(=O)C3C4C=CC(C3C2=O)N(C)C4=O)cc1 (stereo not given)	?	-5%	5%	-3%	2%	-5%	1%	-36%[inhibitor]
Cc1cccc(C)c1NC(=O)CCCSc1nnc(-c2ccc(Cl)cc2)n1-c1ccccc1	?	-19%	7%	-7%	3%	-6%	8%	-65%[inhibitor]
CCOC(=O)c1c(-c2ccccc2)oc2ccc(OC)cc12	0%	-2%	-1%	14%	?	?	4%	10%
O=c1cnc2cnc(N3CCNCC3)nc2n1CCc1ccccc1	.	.	.	i	?	.	10%	16%
Cc1c(CCC(=O)O)c(=O)n2c([nH]c3ccccc32)c1C#N	8%	0%	2%	i	?	?	4%	-8%
COc1cc(NS(=O)(=O)c2ccc(F)cc2)c(C(=O)O)cc1OC	-4%	-2%	3%	13%	0%	?	3%	-29%
CC(=O)Nc1ccc(NC(=O)CN(c2ccc([N+](=O)[O-])cc2)S(=O)(=O)c2ccccc2)cc1	.	-6%	-7%	i	2%	8%	2%	.
O=C(CSc1nc2ccccc2o1)N1c2ccccc2Sc2ccccc21	?	0%	-1%	-1%	7%	9%	1%	.
O=C1N=C(N2CCCCC2)SC1=C1CCCC1	-3%	-3%	-22%	-4%	?	3%	-1%	24%
Cc1cc(NS(=O)(=O)c2ccc(CC(C)C)cc2)no1	5%	2%	6%	i	6%	6%	1%	27%
FC(F)(F)c1cccc(N2CCN(C(=S)NC3CCCCC3)CC2)c1	?	-1%	7%	-5%	1%	-1%	-4%	-41%[inhibitor]
COc1cccc(-c2c[nH]c(=O)[nH]c2=O)c1	?	-7%	-5%	i	?	-7%	2%	.
CCCCCCc1ccc(OCC(=O)O)cc1OCC(=O)O	7%	-1%	-2%	-4%	-1%	-1%	.	.
O=[N+]([O-])c1cn(Cc2ccc(Cl)cc2)cn1	9%	0%	1%	-3%	9%	7%	-9%	-19%
COc1ccc(S(=O)(=O)N(C)CC(=O)Nc2ccc3c(c2)OCO3)cc1OC	0%	-2%	16%	2%	?	-5%	-2%	4%
O=C(NCCN1CCCCC1)/C(=N\O)c1ccccc1	11%	-7%	-6%	i	5%	0%	-7%	-5%
Cc1ccc(S(=O)(=O)N/N=C/c2cnn(C)c2C)cc1	9%	0%	-3%	i	?	4%	5%	-16%
COc1ccc(CCNC(=O)c2nn(C)cc2Cl)cc1	-8%	-1%	-1%	-2%	-5%	5%	9%	11µM*
O=C(CSc1nnc(-c2cccnc2)n1Cc1ccco1)c1ccc(Cl)cc1	15%	1%	2%	i	-10%	10%	7%	-13%
O=C(NCCCN1CCCC1)c1ccc(CSCc2cccc(Cl)c2)o1	7%	-3%	2%	-19%	11%	3%	7%	-3%
COc1ccc(C(=O)Nc2cc([N+](=O)[O-])ccc2N2CCN(C)CC2)cc1	1%	-4%	-10%	-5%	0%	-2%	6%	12%
O=S(=O)(Nc1nccs1)c1cnc(Cl)c(Br)c1	0%	-6%	-9%	-11%	?	-6%	1%	2%

Carrying on.
SMILES	LMNA splice mod	TR SRC2 fluor cs	TRb SRC2 PPI	RECQ1 inh	ALDH1A1 inh	JMJD2E inh	GoLoco inh red	SMN2 splice enh
O=C(NNC(=O)c1ccc(NC(=O)c2ccccc2)cc1)c1ccccc1	9%[46 µM]	-3%	4%	-11%	6%	?	16%	4%
COc1cc(/C=N/NC(=O)C23CC4CC(CC(C4)C2)C3)cc(Br)c1O	4%	1%	2%	14%	?	-2%	-8%	6%
CC(C)(C)C(=O)NNC(=O)c1cc2sccc2s1	.	-9%	-10%	-8%	6%	-12%	8%	.
Cc1nc(N2CCOCC2)nc2c1CCC2	7%[46 µM]	0%	3%	-10%	?	?	3%	3%

Only RECQ1 inh, for 3 of the compounds above:
compound | RECQ1 inh
COc1cc(/C=N/NC(=O)C23CC4CC(CC(C4)C2)C3)cc(Br)c1O | 14%
CC(C)(C)C(=O)NNC(=O)c1cc2sccc2s1 | -8%
Cc1nc(N2CCOCC2)nc2c1CCC2 | -10%

Only part of the results is shown; count on the stated rates, not on these rows.
